GLP-1R inv ag – GLP-1 receptor (human) inverse agonism. P43220. HEK293 GLP-1R CRE-luciferase, luminescence, 24 h; GLP-1R form is constitutively active. Potency, µM (highest dose often 38.3 µM), without a hit: top-dose activity change, negative = inhibition, usual class: inhibitors. actives 1.6% (n = 410,000). AID 624417; note: potency is the fitted concentration of half-maximal effect; % is set by controls: 0 for no effect and ±100 for the full control effect; nearly all actives have a fitted effect of over 55% in size
Target sequence (P43220 whole entry, looked up): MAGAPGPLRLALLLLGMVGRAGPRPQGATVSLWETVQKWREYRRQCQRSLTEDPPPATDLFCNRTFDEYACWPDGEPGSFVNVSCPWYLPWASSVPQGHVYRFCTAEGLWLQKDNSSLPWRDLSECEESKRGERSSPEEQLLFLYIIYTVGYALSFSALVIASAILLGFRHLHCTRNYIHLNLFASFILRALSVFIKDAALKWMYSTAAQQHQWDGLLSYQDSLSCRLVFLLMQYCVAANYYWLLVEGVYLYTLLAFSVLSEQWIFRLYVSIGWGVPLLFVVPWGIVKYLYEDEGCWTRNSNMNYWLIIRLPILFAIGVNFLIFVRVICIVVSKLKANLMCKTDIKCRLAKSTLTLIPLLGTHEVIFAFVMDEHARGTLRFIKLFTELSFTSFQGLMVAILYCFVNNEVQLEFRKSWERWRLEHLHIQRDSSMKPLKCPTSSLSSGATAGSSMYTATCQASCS
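Seeding at 200 cells/uL, 12 h culture, 24 hr compound treatment, then luciferase reagent and a luminescence read; cells are HEK293 stably expressing a constitutively active GLP-1R plus cAMP-responsive luciferase.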
Mm-Cpn inhibitor – inhibitors of Methanococcus maripaludis chaperonin (MmCpn); purified Mm-Cpn ATPase, ADP Transcreener TR-FRET; Potency, µM (highest dose often 76.9 µM), inactives show top-dose activity, negative = inhibition, most hits filed as inhibitors; actives 0.031% (n = 330,000); AID 504842; note: potency is the fitted concentration of half-maximal effect; % is set by controls: 0 for no effect and ±100 for the full control effect; nearly all actives have a fitted effect of over 80% in size
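Reaction buffer contained 30 mM Tris pH 7.4, 100 mM KCl, 5 mM MgCl2 and 1 mM DTT. Mm-CPN (25 nM final) hydrolysed 10 uM ATP over 30 min at 37°C; ADP was read by HTRF.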
aSyn rescue – inhibitors of alpha-synuclein toxicity in yeast; Yeast expressing alpha-synuclein, growth rescue, BacTiter-Glo, 24 h; Potency, µM (doses to about 46.1 µM), for inactives: at the highest dose growth rescue (activation), most hits filed as activators; actives 0.14% (n = 370,000); note: potency is the fitted concentration of half-maximal effect; % of control where 0% means no effect; nearly all actives have a fitted effect of over 65% in size
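Screening used galactose-induced yeast with toxic alpha-synuclein levels, exposed to compound for 24 hr at 30 deg C. Cell growth, read with BacTiter-Glo luminescence, gave the measured signal.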
FUS yeast rescue – FUS proteinopathy suppression in yeast | actives 0.24% (n = 390,000) | Potency, µM (doses to about 76.6 µM), for the others: at the highest dose growth rescue (activation), hits mostly activators | S. cerevisiae FUS-expressing, growth rescue, OD600, 24 h;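 note: potency is the fitted concentration of half-maximal effect; plate controls were DMSO vehicle for no effect and reference control for full effect; nearly all actives have a fitted effect of over 55% in size; some results filed as inactive show a strong effect at the top dose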
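Compound concentration series was pinned onto galactose-induced FUS-expressing yeast seeded at OD 0.005. Plates sat 24hr at 30C; absorbance at 600 nm gave growth. DMSO served as background control.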
PTHR1 ag – activates the human parathyroid hormone receptor PTHR1; actives 0.075% (n = 410,000); HEK293 GP2 PTHR1 cells, GloSensor cAMP luminescence, 1 h; Potency, µM (top dose mostly 115 µM), inactives show at the top dose activation, most hits filed as activators; Q03431; note: potency is the fitted concentration of half-maximal effect; nearly all actives have a fitted effect of over 55% in size; some results filed as inactive show a strong effect at the top dose; inactives centre near -15; many of its hits are not listed in these tables
Target sequence (Q03431 whole entry, looked up): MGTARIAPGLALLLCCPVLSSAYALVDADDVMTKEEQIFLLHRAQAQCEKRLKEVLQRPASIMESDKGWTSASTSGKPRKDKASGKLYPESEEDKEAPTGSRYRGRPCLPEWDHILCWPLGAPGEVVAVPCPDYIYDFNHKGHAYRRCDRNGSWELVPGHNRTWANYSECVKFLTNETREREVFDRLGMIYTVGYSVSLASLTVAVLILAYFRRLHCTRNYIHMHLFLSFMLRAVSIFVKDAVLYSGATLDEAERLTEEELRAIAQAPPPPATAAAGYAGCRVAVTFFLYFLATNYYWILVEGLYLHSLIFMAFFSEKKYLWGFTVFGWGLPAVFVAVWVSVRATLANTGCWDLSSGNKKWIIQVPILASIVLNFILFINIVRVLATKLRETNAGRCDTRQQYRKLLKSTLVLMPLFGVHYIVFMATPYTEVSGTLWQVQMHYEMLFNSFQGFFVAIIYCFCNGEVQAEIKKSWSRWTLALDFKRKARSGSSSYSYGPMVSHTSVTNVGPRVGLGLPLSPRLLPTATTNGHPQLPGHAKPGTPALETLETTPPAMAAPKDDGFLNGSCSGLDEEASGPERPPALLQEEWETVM
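HEK-293-derived GP2 cells expressing PTHR1 and a GloSensor cAMP reporter, 3,000/well, plated overnight, given luciferin plus IBMX (each 0.5 mM as added) for 1 h at 37 °C, then compound for 1 h at 37 °C. Luminescence was read after 15 min at room temperature.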
TDP43 rescue – TDP-43 toxicity inhibition in yeast | TDP-43 expressing yeast growth rescue, BacTiter-Glo, 24 h | Potency, µM (titrated, usually from 46.1 µM), without a hit: top-dose growth rescue (activation), hits mostly activators | actives 1.8% (n = 410,000) | AID 652104; note: potency is the fitted concentration of half-maximal effect; % of control where 0% means no effect; nearly all actives have a fitted effect of over 50% in size
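Luminescence from BacTiter-Glo reports growth of TDP-43-expressing yeast after 24 hr at 30 deg C with compound. Cells were raffinose-pregrown to mid-log, then seeded in galactose medium at OD600=0.02.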
GLP1R cytotox – cytotoxicity in counter-screen for GLP-1R inverse agonists; actives 0.13% (n = 410,000); AID 624418; Potency, µM (doses to about 38.3 µM), for inactives: at the top dose activity change, negative = inhibition, most hits filed as inhibitors; HEK293 cAMP-luciferase reporter cells, luminescence, 24 h;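 note: loss of luciferase light is scored as toxicity; potency is the fitted concentration of half-maximal effect; % is set by controls: 0 for no effect and ±100 for the full control effect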
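Here, cytotoxicity is scored as loss of luminescence. The MLSMR collection was tested on cells seeded in medium containing 10% Nu serum, with a 24 hr compound exposure preceded by 12 hours of culture.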
pAkt inh – inhibitors of Akt phosphorylation. Neuro2A IGF-stimulated pAkt S473 HTRF, 20 min; stronger effect = lower value. activity change, % for hits at 50 µM. actives 0.32% (n = 360,000); in the data active = activity change below about -80%; inconclusive = mostly about -51% to -80%; note: % is set by controls: 0 for no effect and ±100 for the full control effect
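Neuro2A cells (4,500/well, DMEM with 0.5% FBS) were treated with compound at a single 50 µM final concentration, stimulated with 6 nM IGF for 20 min at 37 °C, and lysed. Phospho-Akt Ser473 was read by HTRF as 665/615 ratio ×10^4.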
Abeta yeast res – compounds reversing amyloid beta toxicity in yeast. actives 0.063% (n = 410,000). AID 1347071. Potency, µM (highest dose often 46.1 µM), without a hit: at the highest dose growth rescue, usual class: activators. yeast expressing A-beta42, growth rescue, OD600, 48 h; response scale: 0% DMSO, 100% iron-clioquinol control; note: potency is the fitted concentration of half-maximal effect; nearly all actives have a fitted effect of over 55% in size
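Yeast A-beta toxicity model in growth medium with pinned compounds, 48 h at 30 C; growth read as absorbance at 600 nm. Normalized to FeCl3/clioquinol equimolar mix (positive) and DMSO (negative).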
* marks the source's active call; other numbers are inactive results; [ ] = dose if it differs, or a comment. Unless noted, calls come from the whole dose curve; as a rule, active = well fitted curve in the direction sought with a large enough effect; inconclusive = small, poorly fitted or top-dose-only effect, or another doubt; inactive = no such curve, though single readings can be large; an effect the other way counts as inactive or inconclusive. Not all compounds are listed; the hit share may differ from the screen's.

Results for COc1ccccc1NC(c1ccc(Cl)cc1)c1nnc(-c2cccc(F)c2)o1 (configuration not stated) ?
GLP-1R inv ag: inconclusive; FUS yeast rescue: 30%; PTHR1 ag: -33%[inhibitor]; TDP43 rescue: -2%; GLP1R cytotox: 6%; Abeta yeast res: -2%

How did CC(=O)Nc1cc(-c2cccc(CO)c2)cn2c(-c3ccc(F)cc3)cnc12 do in these assays?
GLP-1R inv ag: -5%; aSyn rescue: 5%; FUS yeast rescue: 2%; PTHR1 ag: inactive; TDP43 rescue: 0%; GLP1R cytotox: 0%; pAkt inh: inactive; Abeta yeast res: -3%

How did Cc1cnc(NC(=O)CN2C(=O)C3CC=CCC3C2=O)s1 (configuration not stated) do in these assays?
GLP-1R inv ag: 7%; Mm-Cpn inhibitor: 2%; aSyn rescue: -1%; FUS yeast rescue: 17%; PTHR1 ag: inactive; TDP43 rescue: -4%; GLP1R cytotox: -4%; pAkt inh: inactive; Abeta yeast res: -7%

What do the screens show for `Cc1ccccc1NC(=O)NCCc1nc2ccccc2[nH]1`?
GLP-1R inv ag: 0%; Mm-Cpn inhibitor: 1%; aSyn rescue: -1%; FUS yeast rescue: 19%; PTHR1 ag: inactive; TDP43 rescue: -6%; GLP1R cytotox: 5%; pAkt inh: inactive; Abeta yeast res: -6%

What do the screens show for `CCOC(=O)c1ccn(-c2nc(-c3cccc(OC)c3)cc(C(F)(F)F)n2)n1`?
GLP-1R inv ag: inconclusive; FUS yeast rescue: 45%; PTHR1 ag: -80%[inhibitor]; TDP43 rescue: inconclusive; GLP1R cytotox: -2%; Abeta yeast res: -7%

How did Nc1nc(N)nc(-c2ccccc2O)n1 do in these assays?
GLP-1R inv ag: 151%[activator]; Mm-Cpn inhibitor: 0%; aSyn rescue: 2%; FUS yeast rescue: -20%; PTHR1 ag: -25%[57.5 µM]; TDP43 rescue: 22%; GLP1R cytotox: 19%; pAkt inh: inactive; Abeta yeast res: 6%

How did O=C(O)C1C2C=CC(C2)C1C(=O)Nc1ccc(C(=O)N2CCCCC2)cc1 (configuration not stated) do in these assays?
GLP-1R inv ag: 7%; Mm-Cpn inhibitor: 1%; aSyn rescue: 4%; FUS yeast rescue: 34%; PTHR1 ag: inactive; TDP43 rescue: -21%; GLP1R cytotox: -7%; Abeta yeast res: -18%

What do the screens show for `CC(NC(=O)COc1ccc(Oc2ccccc2)cc1)C(=O)O` (configuration not stated)?
GLP-1R inv ag: 0%; Mm-Cpn inhibitor: 1%; aSyn rescue: 0%; FUS yeast rescue: 10%; PTHR1 ag: inactive; TDP43 rescue: 22%; GLP1R cytotox: 1%; pAkt inh: inactive; Abeta yeast res: 9%

How did COc1cccc(-c2cc(C(=O)Nc3cc(C)n(Cc4ccc(Cl)cc4)n3)no2)c1 do in these assays?
GLP-1R inv ag: 9%; Mm-Cpn inhibitor: -1%; aSyn rescue: -16%; FUS yeast rescue: 30%; PTHR1 ag: -36%[inhibitor]; TDP43 rescue: -12%; GLP1R cytotox: -23%; pAkt inh: inactive; Abeta yeast res: -3%

Results for O=C(CSc1ncnc2ccccc12)NCCc1ccccc1 ?
GLP-1R inv ag: -14%; Mm-Cpn inhibitor: 2%; aSyn rescue: 13%; FUS yeast rescue: 0%; PTHR1 ag: inactive; GLP1R cytotox: -7%; pAkt inh: inactive; Abeta yeast res: 17%

What do the screens show for `Cc1nnc(SCc2ccc([N+](=O)[O-])cc2)o1`?
GLP-1R inv ag: -6%; Mm-Cpn inhibitor: 0%; aSyn rescue: 5%; FUS yeast rescue: -9%; PTHR1 ag: -5%; TDP43 rescue: 13%; GLP1R cytotox: -20%; pAkt inh: inactive; Abeta yeast res: -44%[inhibitor]

Results for O=[N+]([O-])c1cc(Br)cc(/C=N/n2cnnc2)c1O ?
GLP-1R inv ag: 11%; Mm-Cpn inhibitor: 4%; aSyn rescue: -67%[inhibitor]; FUS yeast rescue: 20%; PTHR1 ag: inactive; TDP43 rescue: -93%[inhibitor]; GLP1R cytotox: -25%; pAkt inh: inactive; Abeta yeast res: -94%[inhibitor]

Results for CCCCCc1c(-c2ccc(OC)c(OC)c2)ncn1CCc1ccccc1OC ?
GLP-1R inv ag: inconclusive; aSyn rescue: -7%; FUS yeast rescue: 15%; PTHR1 ag: -59%[inhibitor]; TDP43 rescue: 17%; GLP1R cytotox: -9%; pAkt inh: inactive; Abeta yeast res: -2%

What do the screens show for `CCC(=O)c1ccc(OCc2ccc(C(=O)OC)cc2)c(OC)c1`?
GLP-1R inv ag: 9%; Mm-Cpn inhibitor: 0%; aSyn rescue: -12%; FUS yeast rescue: -12%; PTHR1 ag: inactive; TDP43 rescue: 20%; GLP1R cytotox: 2%; pAkt inh: inactive; Abeta yeast res: -2%

Results for Cc1ccc(NS(=O)(=O)c2ccc(NC(=O)c3ccc(-c4ccccc4)cc3)cc2)c(C)c1 ?
GLP-1R inv ag: -26%; aSyn rescue: -8%; FUS yeast rescue: -5%; PTHR1 ag: -2%[57.5 µM]; TDP43 rescue: 9%; GLP1R cytotox: -27%; pAkt inh: inconclusive; Abeta yeast res: 10%

What do the screens show for `CCOC(=O)c1c(N2CCN(c3ccccc3)CC2)cc(C)nc1C`?
GLP-1R inv ag: -9%; Mm-Cpn inhibitor: 1%; aSyn rescue: 2%; FUS yeast rescue: -11%; PTHR1 ag: -3%; TDP43 rescue: -5%; GLP1R cytotox: -7%; pAkt inh: inactive; Abeta yeast res: -8%

Results for COC(=O)c1ccc(CNC(=O)C2CCC(=O)N(CCCc3ccccc3)C2)cc1 (configuration not stated) ?
GLP-1R inv ag: 5%; Mm-Cpn inhibitor: 0%; aSyn rescue: 6%; FUS yeast rescue: 10%; PTHR1 ag: 22%; TDP43 rescue: inconclusive; GLP1R cytotox: -2%; pAkt inh: inactive; Abeta yeast res: 7%

What do the screens show for `CN(C(=O)CCc1ccccc1F)C1CCCN(Cc2ccccc2F)C1` (configuration not stated)?
GLP-1R inv ag: inconclusive; Mm-Cpn inhibitor: 0%; aSyn rescue: 9%; FUS yeast rescue: -4%; PTHR1 ag: inactive; TDP43 rescue: 20µM*; GLP1R cytotox: -4%; pAkt inh: inactive; Abeta yeast res: -12%

What do the screens show for `Cn1c(=O)c2c(nc(NCc3cccnc3)n2Cc2cccc(C(F)(F)F)c2)n(C)c1=O`?
GLP-1R inv ag: inconclusive; Mm-Cpn inhibitor: 1%; aSyn rescue: -13%; FUS yeast rescue: 2%; PTHR1 ag: -13%; TDP43 rescue: -2%; GLP1R cytotox: -15%; pAkt inh: inactive; Abeta yeast res: 8%

What do the screens show for `Cc1ccc(S(=O)(=O)N2CCCCC2)cc1NC(=O)COC(=O)C1CC1`?
GLP-1R inv ag: 8%; aSyn rescue: -1%; FUS yeast rescue: -5%; PTHR1 ag: inactive; TDP43 rescue: 17%; GLP1R cytotox: 1%; pAkt inh: inactive; Abeta yeast res: -4%

Results for Cn1c(Sc2ccc(Br)cc2)c(C=O)c2ccccc21 ?
GLP-1R inv ag: 4.5µM*; Mm-Cpn inhibitor: -16%; aSyn rescue: 6%; FUS yeast rescue: -8%; PTHR1 ag: -18%[57.5 µM]; TDP43 rescue: -12%; GLP1R cytotox: -20%; Abeta yeast res: inconclusive

How did COc1ccc(-c2nc(CN3CCN(C(=O)c4ccco4)CC3)c(C)o2)c(F)c1 do in these assays?
GLP-1R inv ag: -9%; Mm-Cpn inhibitor: 0%; aSyn rescue: 5%; PTHR1 ag: -6%; TDP43 rescue: 10%; GLP1R cytotox: 1%; pAkt inh: inactive; Abeta yeast res: -3%

How did COc1ccc(-c2cc3nc(C)c(CCC(=O)Nc4ccccc4C(C)=O)c(C)n3n2)c(OC)c1 do in these assays?
GLP-1R inv ag: 1%; FUS yeast rescue: 13%; PTHR1 ag: inactive; TDP43 rescue: 9%; GLP1R cytotox: 4%; Abeta yeast res: -8%

Results for COC(=O)C1=C(C)N(c2cc(C)cc(C)c2)/C(=C/c2ccco2)C1=O ?
GLP-1R inv ag: -17%; Mm-Cpn inhibitor: 3%; aSyn rescue: 5%; FUS yeast rescue: 15%; PTHR1 ag: -55%; TDP43 rescue: -18%; GLP1R cytotox: -12%; pAkt inh: inactive; Abeta yeast res: -14%

What do the screens show for `C1=CC(c2cc3ccccc3o2)OC(CCc2ccccc2)C1` (configuration not stated)?
GLP-1R inv ag: inconclusive; Mm-Cpn inhibitor: -2%; aSyn rescue: -2%; FUS yeast rescue: -9%; PTHR1 ag: inactive; TDP43 rescue: 23%; GLP1R cytotox: 23%; pAkt inh: inactive; Abeta yeast res: 1%

Screening data (PubChem BioAssay)
